Rpn11 inh: blocks the human proteasome subunit Rpn11. O00487. human 26S proteasome, Ub4-pepOG fluorescence polarization; 20S core pre-blocked with epoxomicin. calls only at 20 µM. actives 0.59% (n = 360,000);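 active means inhibition at 20 µM, scaled to each plate's controls, above about 33%, limit read from the data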
NadD inh: NadD (S. aureus) enzyme inhibition. purified NadD enzyme, colorimetric absorbance read-out. inhibition, % at 20 µM. actives 0.78% (n = 360,000). AID 602399; in the data active means inhibition above about 26%; further: some compounds past the cut are filed as inactive
LMPTP block: blocks human LMPTP phosphatase; actives 0.22% (n = 360,000); P24666; recombinant LMPTP-A, OMFP fluorogenic substrate, fluorescence intensity; inhibition, % at 20 µM;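 active means compounds that cut the enzyme signal by at least half of the control window in the single-dose screen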;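 further: plate controls were DMSO wells with enzyme plus substrate for no effect and substrate without enzyme for full effect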
Target sequence (P24666 whole entry, looked up): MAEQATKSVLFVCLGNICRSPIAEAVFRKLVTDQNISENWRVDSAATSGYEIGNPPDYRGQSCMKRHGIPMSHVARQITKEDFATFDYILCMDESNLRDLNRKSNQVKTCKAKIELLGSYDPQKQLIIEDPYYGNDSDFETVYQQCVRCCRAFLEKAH
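material = LMPTP-A | quantity = 0.625 nM enzyme | reagent = OMFP substrate, 400 µM final | buffer or medium = Bis-Tris pH 6.0, DTT, detergent | detection = endpoint fluorescence intensity from OMFP dephosphorylation | dosing = single 20 µM dose | read-out basis = % inhibition relative to no-enzyme and uninhibited control wells | control set = no-enzyme and uninhibited controls | timing = 50 min at room temperature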
CSN inh: inhibitors of human CSN-mediated cullin deneddylation | actives 0.38% (n = 360,000) | inhibition, % at 12.5 µM | AID 651999 | Purified CSN, SCF-Nedd8-OG deneddylation, fluorescence polarization;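 active means pattern-corrected inhibition above about 35%, with an unprinted fluorescence ratio check between 0.5 and 1.5, limit read from the data, passing the limit was not always enough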;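 further: 0% = enzyme with substrate and 100% = substrate without enzyme; some results filed as inactive read as strong as hits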
Target sequence (Q92905 whole entry, looked up, one chain of several): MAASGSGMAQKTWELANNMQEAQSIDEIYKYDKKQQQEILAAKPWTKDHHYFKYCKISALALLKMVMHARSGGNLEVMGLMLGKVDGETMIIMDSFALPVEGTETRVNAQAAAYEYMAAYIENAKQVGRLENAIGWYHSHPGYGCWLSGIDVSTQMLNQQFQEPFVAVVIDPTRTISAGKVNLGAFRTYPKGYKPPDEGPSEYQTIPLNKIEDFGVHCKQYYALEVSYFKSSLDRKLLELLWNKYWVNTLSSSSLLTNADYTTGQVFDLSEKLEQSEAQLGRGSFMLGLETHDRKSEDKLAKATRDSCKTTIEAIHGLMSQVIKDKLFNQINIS
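Assay system: purified human Csn5 enzyme expressed in HEK293T cells; measure: % inhibition; also added: SCFSkp2-Nedd8OG substrate at 10 nM final; technique: fluorescence polarization; times: reaction 90 min, room temperature; medium: Tris buffer pH 7.5, NaCl, DTT, Tween-20, trehalose, ovalbumin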
MsrA inhibitor: inhibits bovine methionine sulfoxide reductase A; purified bovine MsrA, absorbance read-out; actives 0.75% (n = 360,000); inhibition, % at 15.5 µM; in the data active means inhibition above about 4.5%;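 further: 0% = vehicle wells with enzyme and 100% = reference inhibitor wells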
DNMT1 block: blocks human DNA methyltransferase DNMT1; P26358; DNMT1 molecular beacon, Hinp1I cleavage, fluorescence; inhibition (reported as % activation of signal), % at 10 µM; actives 0.83% (n = 360,000); AID 588458; in the data active means inhibition above about 50%
SUMO1 PPI mod: modulators of human SUMO1-mediated protein-protein interactions. inhibition, % at 20 µM. actives 0.33% (n = 360,000). SUMO1 binding to a labelled peptide, TR-FRET, 1 h; in the data active means inhibition above about 37%
Target sequence (P63165 whole entry, looked up): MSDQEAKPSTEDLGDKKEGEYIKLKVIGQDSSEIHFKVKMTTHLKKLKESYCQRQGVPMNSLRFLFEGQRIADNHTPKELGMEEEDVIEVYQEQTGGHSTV
STEP block: blocks human striatal-enriched tyrosine phosphatase; recombinant STEP, OMFP fluorogenic substrate, fluorescence; P54829; AID 588621; inhibition, % at 20 µM; actives 0.25% (n = 360,000);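 active means inhibition at 20 µM, scaled per plate between control wells, above about 37%, limit read from the data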;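 further: 0% = DMSO with enzyme and substrate and 100% = substrate only without enzyme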
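System: isolated STEP enzyme; schedule: 20 min enzyme reaction at room temperature, protected from light; medium: Bis-Tris buffer pH 6.0, 2.5 mM DTT, 0.005% Tween 20; signal: fluorescence, 480/540 nm; dosing: single compound dose of 20 µM, 1% DMSO final; also added: OMFP substrate, 25 µM final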
Scp1 inh: inhibitors of human Scp-1 phosphatase. actives 0.88% (n = 340,000). inhibition, % at 20 µM. AID 493091. Recombinant Scp1, phosphopeptide, malachite green phosphate absorbance. Q9GZU7;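 active means inhibition above about 50% at 20 µM, limit read from the data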;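 further: plate controls were DMSO wells with enzyme for no effect and wells lacking enzyme for full effect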
Target sequence (Q9GZU7 76-261 limits assumed): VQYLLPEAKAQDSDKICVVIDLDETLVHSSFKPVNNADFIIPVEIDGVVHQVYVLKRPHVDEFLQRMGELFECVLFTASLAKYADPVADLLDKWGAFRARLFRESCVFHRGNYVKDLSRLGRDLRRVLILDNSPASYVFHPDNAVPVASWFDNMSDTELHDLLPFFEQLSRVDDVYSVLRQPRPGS
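System: SCP-1 catalytic domain; Reagent: Phospho 17-mer peptide substrate; Doses: one concentration, 20 µM, with 1.0% DMSO; Incubation: 45 min room-temperature reaction, 5 min colour, 30 min stabiliser; Signal: Phosphate-binding colour reagent, absorbance read at 630 nm.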
TbMetRS inhib: blocks T. brucei methionyl-tRNA synthetase activity | purified T. brucei MetRS, ATP depletion, Kinase-Glo luminescence | inhibition, % at 11.9 µM | actives 0.4% (n = 360,000);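 active means inhibition above a per-plate cutoff of the control wells' mean inhibition plus 3 SD, cut at about 5.5% in these data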;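 further: 0% = DMSO wells median and 100% = median of wells with control inhibitor compound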
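Dosing: 11.9 µM single point; system: parasite MetRS enzyme; technique: luminescence of leftover ATP; times: 15 min enzyme-compound preincubation, 2 h reaction, 10 min detection, 25 °C; replicates: each compound tested once; read-out basis: percent inhibition relative to median high and low control wells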
An asterisk follows results filed as active; i = inactive; / = no result given; + = active, no number. Compounds as they come; overall some 3.9% were active at least once.

SMILES	Rpn11 inh	NadD inh	LMPTP block	CSN inh	MsrA inhibitor	DNMT1 block	SUMO1 PPI mod	STEP block	Scp1 inh	TbMetRS inhib
COC(=O)c1cccc(NC(=O)CCc2ccccc2)c1	i	-1	-0.7	-12	0.6	11	2	0	7	-1.9
COc1ccc([N+](=O)[O-])cc1NC(=O)CSc1nccc(C)n1	i	9	2.1	-6	0.9	-13	-10	1	-3	0.1
Oc1ccc2c(c1)c1ccccc1c1ncccc21	i	-2	4.5	4	0.3	8	8	-2	-5	0.4
COc1ccc(OC)c(S(=O)(=O)NC2CCCCNC2=O)c1 (stereo not drawn)	i	-4	-0.8	-3	-0.8	-2	-3	0	-5	-0.4
COc1cc(OC)cc(C(=O)N2CCN(C(=O)c3cccnc3)CC2)c1	i	-3	-0.7	0	-0.4	0	2	-3	-2	-0.6
CC1=C(C)N(C)[C@H](c2ccccc2Br)[C@H](O)C1=O	i	-1	-1.5	-8	1.3	9	8	0	-8	0.5
COc1ccccc1NC(=O)Nc1ccnn1C1CCN(C(=O)c2cscn2)CC1	i	-2	-1.2	3	-0.6	0	-2	2	-7	0.2
CCOC(=O)c1[nH]ncc1CN1CCCC(C(=O)c2ccc(SC)cc2)C1 (stereo not drawn)	i	-2	0.9	-11	1.6	-1	2	2	3	-1.2
CCn1c(SCc2nc(-c3ccccc3)no2)nnc1-c1ccco1	i	1	-0.6	5	-0.1	0	0	-4	-13	-1.0
N#CC1=C(SCC(N)=O)NC2=C(C(=O)c3ccccc32)C1c1ccc(Cl)cc1 (stereo not drawn)	i	10	2.2	-2	-0.6	18	-9	-3	-18	-0.2
CCCCN1C=C(C(=O)c2ccccc2)C(=O)CC1	i	1	-0.9	1	0.5	0	2	-2	1	-1.7
CCOc1ccc(NC(=O)CNC(=O)c2ccco2)cc1	i	-7	-1.9	1	-0.8	0	4	0	-5	0.1
Cc1ccccc1OCCC(=O)OCC(=O)Nc1c(F)cccc1F	i	-4	0.8	-1	0.7	1	8	0	0	-0.4
CCC(=O)N1CCc2cc(S(=O)(=O)NC(C(=O)N3CCc4ccccc4C3)C(C)C)ccc21 (stereo not drawn)	i	6	-0.2	2	-0.9	-8	1	0	-9	-0.1
CN(C)CCCNC(NC(=O)/C=C/c1ccccc1)C(Cl)(Cl)Cl (stereo not drawn)	i	-4	-8.1	-1	-0.8	0	-10	-2	-7	-0.4
O=C(CN1CCCC1)Nc1cc(C(F)(F)F)cc(C(F)(F)F)c1	i	-6	-0.9	-7	-1.1	2	-1	0	-11	0.1
Cc1ccccc1C(=O)Nc1nnc(-c2ccncc2)o1	i	6	-1.0	-2	4.4	1	3	-2	-9	-0.1
COc1cc(C(=O)N/N=C/c2ccc(OC)c(CN3CCN(c4ccc(F)cc4)CC3)c2)ccc1O	i	29	1.1	-8	0.5	-3	-20	2	-6	-0.5
COC(=O)COc1ccc(S(=O)(=O)N2CCN(c3ccc(OC)cc3)CC2)cc1	i	-8	-1.7	-6	0.1	-5	-2	0	-8	-0.2
CCCCCCN1CC(O)=C(c2ccccc2)C1=N	i	-1	-2.1	3	0.4	1	0	0	-8	-0.5
COc1cccc(N/C=C(\C#N)c2ccc(OCCCF)cc2)c1	i	-6	1.8	-1	-0.5	0	-1	1	-6	-0.3
O=C(CNC(=O)c1ccncc1)N/N=C/c1cc(Br)ccc1O	i	4	-1.6	-9	0.0	0	8	-4	-8	-0.2
COc1ccccc1NC(=O)Nc1nc(CC(=O)N2CCN(c3ccccc3OC)CC2)cs1	i	9	1.4	2	-0.9	-2	4	-2	1	-0.5
COc1ccc(CCNC(=O)[C@@H](NC(=O)N2CC(=O)Nc3ccccc32)C(C)C)cc1OC	i	4	-2.1	4	0.4	0	4	-3	-5	-0.5
COc1ccc(CCCc2n[nH]c(=S)o2)c(C)c1	i	3	-0.7	-4	-1.0	0	1	1	-1	-0.5
C=CCNC(=O)CN1CCC(O)(c2ccccc2)CC1	i	11	-1.1	1	-0.4	4	-2	0	-7	-0.2
Cc1cccc(NS(=O)(=O)c2ccc(C(=O)NCC3CCCO3)cc2)c1C (stereo not drawn)	i	0	0.0	-4	-0.1	0	-3	-1	-11	0.5
O=C(Nc1cccnc1)c1ccc(N2CCCC2)c([N+](=O)[O-])c1	i	1	2.5	-10	1.1	-1	-23	3	-1	0.4
COc1cc(/C=C2\SC(=S)N(NS(=O)(=O)c3ccccc3)C2=O)cc(OC)c1OC	i	-1	0.2	2	3.2	2	-10	2	-2	-0.2
CCN(CC(=O)NCc1cccs1)C(=O)CCc1c[nH]c2ccccc12	i	0	0.7	-3	-0.1	-5	4	-2	-7	-0.4
COc1cc2c(C(=O)NCc3ccccn3)cn(CC(C)C)c(=O)c2cc1OC	i	2	0.1	2	1.1	2	3	-1	13	-0.6
Cc1oc(-c2ccccc2Cl)nc1CN(C)C(C)c1ccon1 (stereo not drawn)	i	9	-0.7	3	0.8	-3	-1	-3	-1	-1.0
Cc1ccc(N2C(=O)CC(Sc3ccccc3C(=O)O)C2=O)c([N+](=O)[O-])c1 (stereo not drawn)	i	3	0.3	-12	-0.7	0	-9	0	-8	-0.8
CCc1ccc(Nc2ccc(C(N)=O)cc2[N+](=O)[O-])cc1	i	-2	0.6	1	3.8	4	-29	5	-4	-0.5
Cc1cc(OCC(=O)N(C)C)c2c(-c3ccccc3)cc(=O)oc2c1	i	6	-0.7	0	4.3	-2	-18	-1	3	-0.3
Cn1c(COc2ccc(C(=O)O)cc2)nc2ccccc21	i	1	-2.0	3	-0.8	-1	4	2	-4	1.4
CCOc1ccc(S(=O)(=O)NCc2ccccn2)cc1NC(=O)c1ccccc1	i	-5	-0.6	-1	-0.5	2	2	-2	-3	0.0
O=C1c2ccccc2NC(c2ccc(O)cc2)N1/N=C/c1ccc(O)cc1 (stereo not drawn)	i	-4	-0.6	3	2.9	-11	0	-2	-11	-0.9
Nc1nnc(SCC(=O)OCC(=O)NC23CC4CC(CC(C4)C2)C3)s1	i	-1	-0.5	-11	0.2	2	5	0	-5	0.6
COC(=O)[C@@]1(Cc2ccc(F)cc2)[C@H]2c3cc(C(=O)N4CCCC4)n(Cc4ccc(C)o4)c3C[C@H]2CN1C(=O)c1ccccc1	/	2	2.0	0	1.8	/	7	/	/	-1.0
CCCSc1nc(C)cc(=O)[nH]1	i	-3	-2.2	1	0.8	1	1	1	-2	-0.3
O=C(CSc1ncn[nH]1)N1N=C2/C(=C/c3ccco3)CCCC2C1c1ccco1 (stereo not drawn)	i	7	0.5	2	2.6	1	-3	0	-8	-0.7
C/C(=N\Nc1ccc(C)c(Cl)c1)c1ccncc1	i	16	0.7	1	0.0	-6	-2	0	3	0.3
COc1ccc(C(=O)NC(C)C2CC3CCC2C3)cc1 (stereo not drawn)	i	2	-0.4	3	0.7	3	1	0	-5	0.4
O=C(N/N=C/c1ccncc1)c1cccc(NC(=O)c2ccccc2Cl)c1	i	-5	-1.6	-2	0.6	-1	-2	-1	-3	-0.4
COc1ccc(Nc2nc(C)cc(-c3cc(-c4ccccc4)on3)n2)cc1	i	2	-1.6	1	-0.5	13	10	-1	4	-0.4
CCc1ccc(-c2nc(CCl)cs2)cc1	i	-9	-2.1	-6	-1.1	1	-4	0	-8	-0.7
O=C(COC(=O)c1cc(S(=O)(=O)N2CCCCC2)ccc1N1CCOCC1)NC1CCS(=O)(=O)C1 (stereo not drawn)	i	3	0.4	2	0.8	-5	-2	0	2	-0.4
CC1CCCCN1CCCNC(=O)C1CCCN(c2ncnc3c2nc2n3CCCCC2)C1 (stereo not drawn)	i	-7	4.9	-3	-1.1	0	3	1	-1	-0.1
CCN(CC)S(=O)(=O)c1cccc(C(=O)OCc2cc(=O)n3nc(C)sc3n2)c1	i	1	0.5	-1	-0.8	-6	1	2	2	-1.6
Carrying on.
SMILES	Rpn11 inh	NadD inh	LMPTP block	CSN inh	MsrA inhibitor	DNMT1 block	SUMO1 PPI mod	STEP block	Scp1 inh	TbMetRS inhib
Cc1ccsc1C(=O)Nc1nccs1	i	3	0.4	6	1.2	2	1	-1	-3	-0.8
CCc1ccc(OCC(=O)Nc2ccc(-c3nc4ccccc4o3)c(O)c2)cc1	+	3	39	-1	1.2	77*	2	66*	100*	0.0
O=S(=O)(NCCCCCNS(=O)(=O)c1c(F)cccc1F)c1ccc2c(c1)OCCO2	i	-5	1.2	4	1.0	-4	1	0	-4	-0.4
CCC(c1nnnn1Cc1ccco1)N(Cc1cc2cc(C)cc(C)c2[nH]c1=O)CC1CCCO1 (stereo not drawn)	i	2	-0.6	7	1.1	-3	7	-13	-4	0.3
Cc1cc(C(=O)N2CCc3ccccc3C2)on1	i	-2	-0.7	2	-0.5	0	5	0	0	0.2
COc1cc2cc(CN(Cc3cccs3)C(=S)Nc3ccccc3)c(=O)[nH]c2cc1OC	i	5	1.5	-4	3.9	-9	2	-2	-5	-0.8
CCCc1nc2ccccc2[nH]1	i	-5	-2.2	-8	0.1	-8	-5	-5	-20	-0.5
CC(C)C(=O)N1CCC1(C)C(=O)Nc1cccc(Oc2ccccc2)c1 (stereo not drawn)	i	-5	1.1	-4	-0.5	-3	-2	-1	/	-0.4
O=S(=O)(NCc1ccc2c(c1)OCO2)c1cccc(F)c1	i	-2	-2.6	1	-0.1	0	1	-3	-6	0.5

Some of these compounds in order of their number in SUMO1 PPI mod, highest first.
| smiles | Rpn11 inh | NadD inh | LMPTP block | CSN inh | MsrA inhibitor | DNMT1 block | SUMO1 PPI mod | STEP block | Scp1 inh | TbMetRS inhib |
| --- | --- | --- | --- | --- | --- | --- | --- | --- | --- | --- |
| CCC(c1nnnn1Cc1ccco1)N(Cc1cc2cc(C)cc(C)c2[nH]c1=O)CC1CCCO1 (stereo not drawn) | i | 2 | -0.6 | 7 | 1.1 | -3 | 7 | -13 | -4 | 0.3 |
| COc1cc2cc(CN(Cc3cccs3)C(=S)Nc3ccccc3)c(=O)[nH]c2cc1OC | i | 5 | 1.5 | -4 | 3.9 | -9 | 2 | -2 | -5 | -0.8 |
| CC(C)C(=O)N1CCC1(C)C(=O)Nc1cccc(Oc2ccccc2)c1 (stereo not drawn) | i | -5 | 1.1 | -4 | -0.5 | -3 | -2 | -1 | / | -0.4 |

2 entries picked at random from those above:
SMILES	Rpn11 inh	NadD inh	LMPTP block	CSN inh	MsrA inhibitor	DNMT1 block	SUMO1 PPI mod	STEP block	Scp1 inh	TbMetRS inhib
COc1cc2cc(CN(Cc3cccs3)C(=S)Nc3ccccc3)c(=O)[nH]c2cc1OC	i	5	1.5	-4	3.9	-9	2	-2	-5	-0.8
O=S(=O)(NCCCCCNS(=O)(=O)c1c(F)cccc1F)c1ccc2c(c1)OCCO2	i	-5	1.2	4	1.0	-4	1	0	-4	-0.4

Screening results deposited in PubChem BioAssay by several laboratories.
